Bioassay records from PubChem BioAssay.
MRP reversal – compounds reversing MRP-mediated drug resistance; 0.04% of 85,000 active; H69AR cells + 2 uM doxorubicin, CellTiter-Glo, 72 h; differential viability (reversal), % at 10 µM; AID 602;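 active means viability drop by adding the cancer drug above about 55%, with treated viability meeting a 40% cutoff, limit read from the data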;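 further: viability without doxorubicin minus viability with 2 µM doxorubicin for each compound; larger differential means the compound sensitizes cells more to doxorubicin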
PLAP inhibitors HTS – inhibition of human placental alkaline phosphatase – biochemical, luminescence, HTS (AID 690); 0.08% of 96,000 active; purified PLAP, luminescent substrate; higher % means a stronger effect; inhibition, % at 20 µM; hits with a dose series show IC50 in µM; in the data active means a potency from the dose series; inactive means the rest, 99 in 100 with inhibition below about 30%; further: strong numbers were not always called active
NFkB transloc inh – blocks IL-1B driven NFkB nuclear translocation in HUVEC cells; HUVEC IL-1B NFkB p65 nuclear translocation imaging; inhibition, % at 2 µM; 0.43% of 94,000 active; AID 796;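 active means inhibition above about 30% together with a positive call from visual inspection of the well image, limit read from the data; inconclusive means inhibition above a set limit but visual check negative; inactive means inhibition not above a set limit, visual check negative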;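 further: nuclear over cytoplasmic p65 intensity ratio measured by imaging; 0% = IL-1B stimulated DMSO wells and 100% = unstimulated DMSO wells; values of inactives mirror those of a sister screen read the other way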
IL1B NFkB pot – enhances IL-1B driven NFkB nuclear translocation; 0.3% of 94,000 active; AID 819; HUVEC IL-1B NFkB p65 nuclear translocation imaging; activation, % at 2 µM;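 active means activation above 40%, about the mean plus 3 SD, also judged a hit on visual image review; inconclusive means activation above 40% but not a hit on visual review; inactive means activation not above 40% and no visual hit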;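 further: percent activation is computed from the nuclear over cytoplasmic p65 intensity ratio; values of inactives mirror those of a sister screen read the other way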
Bcl-B displacement – displacers of TR3 peptide from Bcl-B, primary screen, selectivity assay for Bfl-1 inhibitor project, biochemical, fluorescence polarization; FP displacement of FITC-TR3 peptide from Bcl-B; higher % means a stronger effect; one-dose displacement, % at 20 µM; IC50 in µM for titrated hits; 0.11% of 96,000 active;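 active means displacement above 50% at 20 µM plus a fluorescence interference ratio under 1.5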;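 further: plate controls were wells without compound for no effect and wells lacking Bcl-B protein for full effect; a part of the inactive calls stands beside numbers as strong as those of hits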
MRP reversal cytotoxicity – recorded beside MRP reversal, whose call it bears; viability, %; H69AR cells, CellTiter-Glo, 72 h; measured here: cytotoxicity without doxorubicin
MRP reversal with doxorubicin – also measured in MRP reversal; calls as there; viability, %; measured here: viability with 2 uM doxorubicin; active compounds read low
NFkB transloc inh cell count 2 µM – further read-out of NFkB transloc inh, marked with its call; cell count; measured here: cells passing quality filter;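 raw number of nuclei counted in each imaged well without normalization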
IL1B NFkB pot cell count 2 µM – also measured in IL1B NFkB pot; calls as there; cell count; measured here: cells passing quality filter
* marks the source's active call; other numbers are inactive results; ? = inconclusive; · = not tested or not shown. An excerpt, so the mix of outcomes need not match the whole.

Field names: A = MRP reversal; B = MRP reversal cytotoxicity; C = MRP reversal with doxorubicin; D = PLAP inhibitors HTS; E = NFkB transloc inh; F = NFkB transloc inh cell count 2 µM; G = IL1B NFkB pot; H = IL1B NFkB pot cell count 2 µM; I = Bcl-B displacement
smiles: CCOC(=O)N1CCC(N(CCCOC)C(=O)Nc2ccc(CC)cc2)CC1
  A: -9 | B: 62 | C: 71 | D: -43% | E: 10 | F: 183 | G: -10 | H: 183 | I: 1%

smiles: CC1/C(=N/O)CC(c2ccccc2)N(C)C1c1ccccc1 (stereo not given)
  A: 15 | B: 92 | C: 77 | D: · | E: 3 | F: 91 | G: -3 | H: 91 | I: ·

smiles: CC(NC(=O)c1cccs1)C(c1cccs1)N1CCOCC1 (stereo not given)
  A: -12 | B: 100 | C: 113 | D: · | E: 3 | F: 134 | G: -3 | H: 134 | I: ·

smiles: CCOC(=O)c1cnc(SCC(=O)Nc2ccccc2N2CCOCC2)nc1N
  A: -3 | B: 92 | C: 94 | D: · | E: -10 | F: 109 | G: 10 | H: 109 | I: ·

smiles: CCCC(CCC(=O)NC1CCCCC1)C(=O)O (stereo not given)
  A: 9 | B: 103 | C: 94 | D: 3% | E: -18 | F: 154 | G: 18 | H: 154 | I: -8%

smiles: Cc1ccc(OCC(=O)O/N=C(\N)Cc2cccs2)cc1C
  A: · | B: · | C: · | D: · | E: ? | F: · | G: -31 | H: 115 | I: ·

smiles: Cc1cc(=O)[nH]c(SCC2COC3(CCCCC3)O2)n1 (stereo not given)
  A: -4 | B: 95 | C: 99 | D: -2% | E: 0 | F: 134 | G: 0 | H: 134 | I: 3%

smiles: O=C(Nc1cc(C(F)(F)F)ccc1Cl)c1cc2nc3c(c(C(F)(F)F)n2n1)CCCC3
  A: · | B: · | C: · | D: -57% | E: 7 | F: 200 | G: -7 | H: 200 | I: -1%

smiles: Cc1cc(C)nc(N(C#N)Cc2ccc(Br)cc2)n1
  A: 17 | B: 96 | C: 78 | D: 20% | E: 10 | F: 44 | G: -10 | H: 44 | I: -1%

smiles: CC(=O)Nc1ccc(S(=O)(=O)NNC(=O)c2cccc3ccccc23)cc1
  A: · | B: · | C: · | D: 8% | E: -4 | F: 201 | G: 4 | H: 201 | I: 1%

smiles: COc1ccc(CC(=O)Nc2ccc(-c3noc(-c4ccccc4OC)n3)cc2)cc1
  A: -13 | B: 17 | C: 30 | D: -8% | E: -30 | F: 46 | G: 30 | H: 46 | I: -23%

smiles: CCOC(=O)c1c(-c2ccccc2)csc1NC(=O)c1nn(CC)cc1Br
  A: -24 | B: 69 | C: 93 | D: 3% | E: -2 | F: 95 | G: 2 | H: 95 | I: -6%

smiles: COc1ccc(C)cc1NC(=O)CN(Cc1nnc(-c2ccc(Cl)cc2)o1)C1CCCC1
  A: -10 | B: 2 | C: 12 | D: -3% | E: -17 | F: 185 | G: 17 | H: 185 | I: -11%

smiles: CCc1nnc(NC(=O)OCc2ccccc2)s1
  A: 9 | B: 101 | C: 92 | D: -9% | E: -5 | F: 162 | G: 5 | H: 162 | I: -7%

smiles: Cc1ccc(C)c(C2=CSC3=NCCN23)c1
  A: 2 | B: 96 | C: 94 | D: -5% | E: -21 | F: 208 | G: 21 | H: 208 | I: 4%

smiles: O=C(Oc1ccc2cccc(OC(=O)N3CCOCC3)c2c1)N1CCOCC1
  A: -3 | B: 80 | C: 82 | D: 2% | E: -2 | F: 64 | G: 2 | H: 64 | I: 0%

smiles: CCOC(=O)c1sc(NC(=O)c2ccco2)nc1C
  A: -11 | B: 84 | C: 94 | D: 9% | E: · | F: · | G: · | H: · | I: -2%

smiles: Cc1cccnc1Nc1nc(-c2ccc(O)cc2O)cs1
  A: -23 | B: 8 | C: 31 | D: -51% | E: -11 | F: 130 | G: 11 | H: 130 | I: 2%

smiles: Cc1ccc(C(=O)c2sc3nsc(C)c3c2N)cc1
  A: -4 | B: 77 | C: 81 | D: -19% | E: 2 | F: 175 | G: -2 | H: 175 | I: 5%

smiles: O=C(CSc1nnc(-c2ccncc2)n1Cc1ccco1)Nc1nccs1
  A: -4 | B: 96 | C: 100 | D: · | E: -16 | F: 121 | G: 16 | H: 121 | I: ·

smiles: CSc1ccccc1NC(=O)c1cnccn1
  A: -2 | B: 86 | C: 88 | D: -4% | E: -22 | F: 161 | G: 22 | H: 161 | I: 7%

smiles: Cc1ccc(S(=O)(=O)O/N=C2/CCCc3occc32)cc1
  A: · | B: · | C: · | D: 6% | E: -10 | F: 164 | G: 11 | H: 164 | I: -2%

smiles: CCCCCCCCc1nc(=S)[nH][nH]1
  A: -4 | B: 75 | C: 79 | D: · | E: 8 | F: 101 | G: -8 | H: 101 | I: ·

smiles: O=C(O)C1CCCCC1C(=O)NCCCN1CCOCC1 (stereo not given)
  A: -12 | B: 93 | C: 106 | D: -2% | E: -6 | F: 167 | G: 7 | H: 167 | I: -11%

smiles: COC(=O)CNc1nc(-c2ccccc2F)nc2ccccc12
  A: · | B: · | C: · | D: 26% | E: · | F: · | G: · | H: · | I: -4%

smiles: CN(C)CCSc1nnc(-c2ccccc2)o1
  A: 9 | B: 95 | C: 86 | D: -2% | E: · | F: · | G: · | H: · | I: 2%

smiles: CCOC(=O)c1ccccc1N/C=C/C(=O)c1ccccc1
  A: · | B: · | C: · | D: · | E: -1 | F: 91 | G: 1 | H: 91 | I: ·

smiles: CC(C)OC(=O)C1=C2SCC(=O)N2C(N)=C(C#N)C1
  A: -6 | B: 86 | C: 91 | D: 7% | E: -10 | F: 170 | G: 10 | H: 170 | I: -12%

smiles: COC(=O)C(CCCCN1C(=O)C2C3C=CC(C3)C2C1=O)N1C(=O)C2C3C=CC(C3)C2C1=O (stereo not given)
  A: 9 | B: 92 | C: 83 | D: -64% | E: 14 | F: 191 | G: -14 | H: 191 | I: 1%

smiles: CN(C(=O)c1ccc(-c2nn(C)c(=O)c3ccccc23)cc1)c1ccccc1
  A: 3 | B: 78 | C: 75 | D: -50% | E: -2 | F: 52 | G: 2 | H: 52 | I: 4%

smiles: O=C(NC(Cc1c[nH]c2ccccc12)c1nnc2n1CCCCC2)c1ccc(Cl)cc1 (stereo not given)
  A: 11 | B: 90 | C: 79 | D: -23% | E: 4 | F: 168 | G: -4 | H: 168 | I: 0%

smiles: CCOc1ccc(NC(=O)C(C)Oc2ccccc2C(=O)Nc2ccc(C)c(Cl)c2)cc1 (stereo not given)
  A: · | B: · | C: · | D: 6% | E: 5 | F: 81 | G: -5 | H: 81 | I: -16%

smiles: O=C(CSc1nnc(-c2ccc(OC(F)F)cc2)o1)N1CCOCC1
  A: 13 | B: 97 | C: 83 | D: 4% | E: 10 | F: 112 | G: -11 | H: 112 | I: 5%

smiles: CCOc1ccc(-c2cc3nc(C4CCN(C(=O)OC(C)(C)C)CC4)c(C(=O)O)cn3n2)cc1
  A: · | B: · | C: · | D: -44% | E: 6 | F: 117 | G: -6 | H: 117 | I: 4%

smiles: CC1CCc2sc3nc(NCc4ccco4)n4ncnc4c3c2C1 (stereo not given)
  A: 7 | B: 95 | C: 88 | D: -44% | E: -18 | F: 109 | G: 18 | H: 109 | I: 1%

smiles: O=c1oc2c3c4c(cc2c2c1CCC2)OCCN4CCC3
  A: 7 | B: 76 | C: 69 | D: -23% | E: -6 | F: 135 | G: 6 | H: 135 | I: 50%

smiles: N#Cc1ccc(CSc2nnc(Nc3ccccc3)s2)cc1
  A: 6 | B: 100 | C: 94 | D: 5% | E: -28 | F: 194 | G: 28 | H: 194 | I: 1%

smiles: COC(=O)Cn1c(C(F)(F)F)nc2ccccc21
  A: 0 | B: 89 | C: 89 | D: · | E: -9 | F: 136 | G: 9 | H: 136 | I: ·

smiles: CCCC(=NCc1ccccc1)C1=C(O)C(C(=O)OC)C(C)(C)CC1=O (stereo not given)
  A: -8 | B: 77 | C: 85 | D: -68% | E: -9 | F: 164 | G: 9 | H: 164 | I: -6%

smiles: Clc1cccc(Cl)c1Cn1nnc(-c2cccs2)n1
  A: 2 | B: 94 | C: 92 | D: · | E: -17 | F: 150 | G: 17 | H: 150 | I: ·

smiles: CN(C)c1nc2n(c(=O)n1)CCS2
  A: 0 | B: 86 | C: 86 | D: 3% | E: 3 | F: 170 | G: -3 | H: 170 | I: -20%

smiles: CC1(C)CC(=O)N(CC(=O)N2CCN(c3ncccn3)CC2)c2ccccc2S1(=O)=O
  A: -3 | B: 91 | C: 94 | D: -14% | E: · | F: · | G: · | H: · | I: -2%

smiles: CC(C)c1nnc(NC(=O)C2CCCCC2)s1
  A: -5 | B: 90 | C: 96 | D: · | E: 7 | F: 41 | G: -7 | H: 41 | I: ·

smiles: Cc1ccc(Oc2coc3cc(OC(=O)c4cccs4)ccc3c2=O)cc1
  A: · | B: · | C: · | D: -10% | E: -1 | F: 148 | G: 1 | H: 148 | I: -13%

smiles: CCOc1cc(C(=O)CCC(=O)OCC(=O)N2c3ccccc3NC(=O)C2(C)C)ccc1O
  A: · | B: · | C: · | D: -38% | E: -5 | F: 148 | G: 5 | H: 148 | I: 6%

smiles: O=C(Cc1ccccc1)NC(NCCc1ccccc1)C(Cl)(Cl)Cl (stereo not given)
  A: · | B: · | C: · | D: 15% | E: 0 | F: 108 | G: 0 | H: 108 | I: -2%

smiles: COc1cccc(C(=O)CN2C(=O)C(C)(C)Oc3ccc(C(=O)N4CCCCCC4)cc32)c1
  A: 31 | B: 72 | C: 42 | D: -79% | E: · | F: · | G: · | H: · | I: -1%

smiles: CCC(=O)N1c2ccc(S(=O)(=O)N(CCO)Cc3ccccc3)cc2CC1C (stereo not given)
  A: 6 | B: 89 | C: 83 | D: -19% | E: 21 | F: 89 | G: -21 | H: 89 | I: 1%

smiles: O=C(CSCc1ccccc1Cl)NNC(=S)Nc1ccccc1
  A: · | B: · | C: · | D: 20% | E: 13 | F: 127 | G: -13 | H: 127 | I: -8%

smiles: CC1(C)C(=O)Nc2ccccc2N1C(=O)COc1ccc(S(=O)(=O)N2CCOCC2)cc1Cl
  A: 5 | B: 78 | C: 73 | D: -49% | E: -10 | F: 198 | G: 10 | H: 198 | I: 41%

smiles: O=C(CC1=NC2(CCCC2)Cc2ccccc21)N1CCOCC1
  A: 13 | B: 90 | C: 77 | D: -21% | E: 3 | F: 146 | G: -3 | H: 146 | I: -6%

smiles: CCCCNC(=O)Nc1nnc(-c2ccc(Cl)cc2)o1
  A: -1 | B: 97 | C: 98 | D: 1% | E: -23 | F: 180 | G: 23 | H: 180 | I: -4%

smiles: CCNC(=O)Nn1c(C)nnc1C
  A: -3 | B: 92 | C: 95 | D: 3% | E: -21 | F: 157 | G: 21 | H: 157 | I: 0%

Grouped by structure, the entries above with an aryl thioether with sulfur outside any ring
Field names: A = MRP reversal; B = MRP reversal cytotoxicity; C = MRP reversal with doxorubicin; D = PLAP inhibitors HTS; E = NFkB transloc inh; F = NFkB transloc inh cell count 2 µM; G = IL1B NFkB pot; H = IL1B NFkB pot cell count 2 µM; I = Bcl-B displacement
smiles: CCOC(=O)c1cnc(SCC(=O)Nc2ccccc2N2CCOCC2)nc1N
  A: -3 | B: 92 | C: 94 | D: · | E: -10 | F: 109 | G: 10 | H: 109 | I: ·

smiles: Cc1cc(=O)[nH]c(SCC2COC3(CCCCC3)O2)n1 (stereo not given)
  A: -4 | B: 95 | C: 99 | D: -2% | E: 0 | F: 134 | G: 0 | H: 134 | I: 3%

smiles: O=C(CSc1nnc(-c2ccncc2)n1Cc1ccco1)Nc1nccs1
  A: -4 | B: 96 | C: 100 | D: · | E: -16 | F: 121 | G: 16 | H: 121 | I: ·

smiles: CSc1ccccc1NC(=O)c1cnccn1
  A: -2 | B: 86 | C: 88 | D: -4% | E: -22 | F: 161 | G: 22 | H: 161 | I: 7%

smiles: CN(C)CCSc1nnc(-c2ccccc2)o1
  A: 9 | B: 95 | C: 86 | D: -2% | E: · | F: · | G: · | H: · | I: 2%

smiles: O=C(CSc1nnc(-c2ccc(OC(F)F)cc2)o1)N1CCOCC1
  A: 13 | B: 97 | C: 83 | D: 4% | E: 10 | F: 112 | G: -11 | H: 112 | I: 5%

smiles: N#Cc1ccc(CSc2nnc(Nc3ccccc3)s2)cc1
  A: 6 | B: 100 | C: 94 | D: 5% | E: -28 | F: 194 | G: 28 | H: 194 | I: 1%
